BaF3 tox: counter-screen for JAK2V617F inhibitors: parental Ba/F3 viability inhibitors; CellTiter-Glo ATP luminescence; inhibition, % at 5.6 µM; hit rate 1.1% among 220,000;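 active = inhibition above a per-campaign cutoff, the mean inhibition of all tested compounds plus 3 SD, cut at about 27% in these data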;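 also: 0% = DMSO wells and 100% = JAK Inhibitor I control wells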
Ba/F3 V617F tox: loss of viability in JAK2V617F-driven Ba/F3 cells | hit rate 1.1% among 220,000 | inhibition, % at 5.6 µM | Ba/F3 EpoR-JAK2V617F viability, ATP luminescence | AID 1446;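 active = inhibition above the campaign mean plus 3 SD over all tested compounds, cut at about 24% in these data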;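 also: cytokine-independent growth of Ba/F3 cells driven by EpoR plus mutant JAK2; 0% = DMSO-treated cells and 100% = JAK inhibitor I control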
NPY-Y2 PAM-ag: potentiators or agonists of human neuropeptide Y receptor Y2; P49146; cells expressing NPY-Y2, potentiator/agonist read-out; activation, % at 3.6 µM; hit rate 0.45% among 220,000; AID 1359; in the data active = activation above about 27%;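 also: cells stimulated with NPY near EC25 plus isoproterenol at EC100; 0% = vehicle plus submaximal agonist and 100% = vehicle plus saturating agonist; some results beyond the cut were filed as inactive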
Target sequence (P49146 whole entry, looked up): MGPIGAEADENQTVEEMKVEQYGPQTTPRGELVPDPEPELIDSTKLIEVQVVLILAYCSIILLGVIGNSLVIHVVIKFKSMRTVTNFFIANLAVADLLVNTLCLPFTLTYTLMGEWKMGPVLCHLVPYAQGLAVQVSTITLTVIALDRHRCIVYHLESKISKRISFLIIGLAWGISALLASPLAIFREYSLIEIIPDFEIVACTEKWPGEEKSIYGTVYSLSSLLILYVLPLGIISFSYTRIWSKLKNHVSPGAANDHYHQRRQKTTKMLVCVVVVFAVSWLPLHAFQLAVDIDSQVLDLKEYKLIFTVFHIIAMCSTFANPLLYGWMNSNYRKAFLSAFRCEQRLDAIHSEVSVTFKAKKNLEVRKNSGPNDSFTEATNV
S1P4 agonist: agonists of human S1P4 receptor | S1P4-expressing cell line, agonist reporter assay | activation, % at 4.98 µM | hit rate 0.35% among 220,000; in the data active = activation above about 11%;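 also: 0% = DMSO vehicle and 100% = reference agonist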
Target sequence (O95977 whole entry, looked up): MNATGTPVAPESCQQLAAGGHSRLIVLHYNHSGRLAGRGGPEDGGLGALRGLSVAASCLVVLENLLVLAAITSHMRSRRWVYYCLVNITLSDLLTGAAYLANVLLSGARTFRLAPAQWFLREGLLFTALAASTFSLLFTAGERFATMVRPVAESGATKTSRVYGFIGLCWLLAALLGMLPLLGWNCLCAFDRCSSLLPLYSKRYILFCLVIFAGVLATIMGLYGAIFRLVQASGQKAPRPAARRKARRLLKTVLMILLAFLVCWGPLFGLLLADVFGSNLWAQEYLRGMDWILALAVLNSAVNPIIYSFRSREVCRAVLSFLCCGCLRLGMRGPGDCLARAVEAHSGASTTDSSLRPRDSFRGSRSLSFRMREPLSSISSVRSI
p47phox inh: blocks human p47phox regulatory protein of NADPH oxidases | inhibition, % at 24.7 µM | AID 1274 | p47phox/p22phox peptide binding, fluorescence polarization, 2 h | P14598 | hit rate 0.53% among 220,000;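 active = inhibition above about 30%, limit read from the data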;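 also: 0% = p47phox with labelled peptide and 100% = labelled peptide alone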
S1P4 antag: human S1P4 receptor antagonism; O95977; S1P4-expressing cells, antagonist mode, reporter read-out; inhibition, % at 4.98 µM; hit rate 0.26% among 220,000; AID 1510; in the data active = inhibition above about 29%;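 also: 0% = wells stimulated with agonist and 100% = vehicle wells without agonist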
CHOP inh: CHOP inhibition in unfolded protein response; hit rate 3.8% among 220,000; AID 2732; CHO-K1 CHOP-promoter luciferase, tunicamycin-induced, 15-18 h; inhibition, % at 10 µM;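 active = compounds that reduced the stress-induced luciferase reporter signal by more than about 70% of percent inhibition, limit read from the data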;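 also: 0% = tunicamycin plus vehicle and 100% = wells without tunicamycin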
NPY1 pot ag: human NPY-Y1 potentiation or agonism, primary screen. NPY-Y1 expressing cells, potentiator/agonist activation. activation, % at 3.6 µM. hit rate 0.37% among 220,000. AID 1304; in the data active = activation above about 33%, passing the limit was not always enough;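 also: cells stimulated with NPY at EC10 then isoproterenol at EC100; 0% = low agonist plus stimulus and 100% = saturating agonist plus stimulus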
NPY-Y1 antag: NPY-Y1 (human) receptor antagonism. HEK293-CNG Y1 cells, membrane potential fluorescence; NPY at EC95, then isoproterenol. P25929. inhibition, % at 3.6 µM. hit rate 1% among 200,000;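 active = inhibition above the campaign mean inhibition of all tested compounds plus 3 SD, cut at about 20% in these data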;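 also: 0% = DMSO wells given NPY plus isoproterenol and 100% = isoproterenol alone without NPY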
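Material: Y1- and CNG-channel-expressing HEK293 cells / Probe or stimulus: NPY 25 nM then isoproterenol 1 µM plus Ro 20-1724 25 µM / Doses: 3.6 µM single dose, DMSO 0.4% / Schedule: compound incubation 1 h at room temperature, readout 45 min post-stimulation / Signal: membrane potential fluorescence / Benchmarks: isoproterenol-only wells as full block versus NPY-plus-isoproterenol wells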
* hit, by the source's call; x = not tested or not shown.

Sample of the layout, 11 compounds:
SMILES | BaF3 tox | Ba/F3 V617F tox | NPY-Y2 PAM-ag | S1P4 agonist | p47phox inh | S1P4 antag | CHOP inh | NPY1 pot ag | NPY-Y1 antag
CCc1ccccc1NC(=O)CN(C)C(=O)Cn1cc(C(F)(F)F)cc(Cl)c1=O | -1 | -2 | 1 | 1.2 | -11 | -17 | -4 | -12 | -4
O=C(CN1CCN(Cc2ccccc2)CC1)N=Nc1c(O)[nH]c2ccccc12 | 6 | -1 | -2 | 2.1 | -37 | -2 | 10 | 1 | 12
Cc1nn(CC#N)c(=O)n1-c1ccc(F)cc1 | -1 | -2 | 4 | -0.1 | -2 | -10 | -8 | 15 | 0
CC1(C)CSC(=S)N1S(=O)(=O)c1ccccc1 | 0 | 2 | 0 | 1.1 | -7 | 3 | 22 | -8 | 3
COc1cccc(CNC(=O)Cc2c(C(=O)O)[nH]c3ccccc23)c1 | 1 | -4 | 5 | -0.8 | -9 | -1 | 12 | 4 | -1
COc1ccc(/C=C/C(=O)c2cc(Br)ccc2O)cc1OC | 5 | 2 | 7 | -1.7 | -7 | -18 | -8 | 4 | 12
Cc1c(C(=O)OCC(C)(C)CN(C)C)oc2ccccc12 | 2 | -1 | -13 | 2.8 | -8 | -17 | 43 | -15 | 8
CN(CCC#N)C(=O)COC(=O)c1cccnc1Nc1ccccc1F | 3 | -4 | -6 | -0.5 | 7 | -12 | -23 | 0 | 1
Cc1ccc(/C=N/N2CCN(Cc3ccccc3)CC2)s1 | 7 | 4 | -4 | 1.8 | -8 | -9 | 40 | -2 | 0
O=C(COc1ccccc1C(=O)c1cnn(-c2ccccc2)c1)Nc1ccc2ccccc2c1 | 3 | -4 | 5 | 0.5 | -21 | -7 | 13 | -4 | 4
Cc1nn(-c2ccccc2)c(-n2cccc2)c1C(=O)O | 8 | 3 | -9 | 0.9 | -1 | 8 | 2 | -30 | -2

Main list (from the top)
SMILES | BaF3 tox | Ba/F3 V617F tox | NPY-Y2 PAM-ag | S1P4 agonist | p47phox inh | S1P4 antag | CHOP inh | NPY1 pot ag | NPY-Y1 antag
CCc1ccccc1NC(=O)CN(C)C(=O)Cn1cc(C(F)(F)F)cc(Cl)c1=O | -1 | -2 | 1 | 1.2 | -11 | -17 | -4 | -12 | -4
O=C(CN1CCN(Cc2ccccc2)CC1)N=Nc1c(O)[nH]c2ccccc12 | 6 | -1 | -2 | 2.1 | -37 | -2 | 10 | 1 | 12
Cc1nn(CC#N)c(=O)n1-c1ccc(F)cc1 | -1 | -2 | 4 | -0.1 | -2 | -10 | -8 | 15 | 0
CC1(C)CSC(=S)N1S(=O)(=O)c1ccccc1 | 0 | 2 | 0 | 1.1 | -7 | 3 | 22 | -8 | 3
COc1cccc(CNC(=O)Cc2c(C(=O)O)[nH]c3ccccc23)c1 | 1 | -4 | 5 | -0.8 | -9 | -1 | 12 | 4 | -1
COc1ccc(/C=C/C(=O)c2cc(Br)ccc2O)cc1OC | 5 | 2 | 7 | -1.7 | -7 | -18 | -8 | 4 | 12
Cc1c(C(=O)OCC(C)(C)CN(C)C)oc2ccccc12 | 2 | -1 | -13 | 2.8 | -8 | -17 | 43 | -15 | 8
CN(CCC#N)C(=O)COC(=O)c1cccnc1Nc1ccccc1F | 3 | -4 | -6 | -0.5 | 7 | -12 | -23 | 0 | 1
Cc1ccc(/C=N/N2CCN(Cc3ccccc3)CC2)s1 | 7 | 4 | -4 | 1.8 | -8 | -9 | 40 | -2 | 0
O=C(COc1ccccc1C(=O)c1cnn(-c2ccccc2)c1)Nc1ccc2ccccc2c1 | 3 | -4 | 5 | 0.5 | -21 | -7 | 13 | -4 | 4
Cc1nn(-c2ccccc2)c(-n2cccc2)c1C(=O)O | 8 | 3 | -9 | 0.9 | -1 | 8 | 2 | -30 | -2
CCOC(=O)C1=C(O)/C(=C/c2cc(OC)c(OC)c(OC)c2)SC1=Nc1ccc(OC)cc1 | -2 | -6 | -12 | 1.8 | 6 | -7 | 31 | -11 | 5
Cn1cnnc1SCC(=O)NCc1ccccc1 | 1 | 1 | -3 | -0.8 | -4 | 4 | -8 | -5 | 1
Cc1ccc(-c2noc(CN(C(=O)CCCCCN3C(=O)c4ccccc4C3=O)C(C)C)n2)cc1 | -1 | -2 | -7 | -3.4 | -5 | 8 | 28 | -30 | 3
CC(C)(C)C(=O)NC(NC(=O)C(C)(C)C)c1ccc([N+](=O)[O-])cc1 | 2 | 0 | 8 | 1.1 | -7 | -26 | 6 | 6 | -1
COc1ccc(CN(C)CC(=O)Nc2cccc(S(N)(=O)=O)c2)c(OC)c1OC | 4 | 1 | 6 | -0.4 | 1 | -8 | 10 | 6 | -3
CC(C)Oc1ccc(C(CC(=O)O)c2ccc(F)cc2)cc1 (stereo not given) | -4 | -3 | -14 | 0.5 | -4 | -15 | -8 | -11 | x
CCCN(CCC)C(=O)c1ccc2c(c1)OCO2 | 3 | 3 | -10 | 1.8 | -14 | -5 | 32 | 8 | -7
c1ccc([C@H]2CC3C[C@@H](c4ccccc4)N2O3)cc1 | 9 | 3 | -15 | -3.3 | -13 | -5 | 5 | -6 | 3
Cn1c(=O)c2c(nc(SCCN3CCCCC3)n2C)n(C)c1=O | 1 | -3 | -3 | -0.4 | -2 | -1 | 13 | 0 | 4
N/C(=N\OC(=O)/C=C/c1ccccc1)c1ccncc1 | 5 | 0 | -2 | 0.6 | -17 | 6 | -9 | 2 | 3
COc1ccc([N+](=O)[O-])cc1NCc1cccc([N+](=O)[O-])c1 | 6 | 0 | -5 | 1.9 | -7 | -13 | 36 | 9 | -1
Cc1ccc(C(=O)/C=C/Nc2ccccc2C(N)=O)cc1 | 7 | 1 | -20 | -1.0 | -1 | -1 | 18 | 12 | 2
Cc1coc2cc3oc(=O)c4c(c3cc12)CCCC4 | 5 | 0 | -9 | 1.4 | -2 | 1 | 20 | -32 | 18
CCN1CCN(Cc2nc(N)nc(Nc3ccc(C)c(C)c3)n2)CC1 | -1 | -2 | 3 | -0.5 | -16 | 16 | 12 | 9 | -5
Nc1cc(-c2ccc(Br)cc2)nn1S(=O)(=O)c1cccc2nsnc12 | 12 | 3 | 6 | -1.1 | 1 | 0 | 86* | 1 | -5
CC(=O)N1CCN(c2ccc(S(C)(=O)=O)cc2[N+](=O)[O-])CC1 | 2 | 1 | -29 | 0.9 | 14 | -11 | -1 | -18 | -1
Cc1ccc(S(=O)(=O)Nc2ccncc2)c(C)c1N(C)S(=O)(=O)c1ccc(Cl)cc1 | 8 | 1 | 14 | 0.6 | -4 | -33 | 10 | 13 | 2
CC(C(=O)NC1C(=O)N2C(C(=O)O)=C(CSc3nnnn3C)CSC12)n1cc(Br)cn1 (stereo not given) | -4 | 0 | 8 | 0.9 | 0 | 9 | 56 | -9 | 6
CC(=O)NC1C(=O)N=C(SCC(=O)NC(C)c2ccccc2)NC1=O (stereo not given) | 0 | -2 | -4 | 1.0 | -35 | -8 | -7 | -6 | -9
C=CCOc1ccccc1CNCCCN1CCOCC1 | 12 | 10 | -12 | -3.1 | 3 | 26 | 18 | -10 | 17
Cc1cc(N2CC34C=CC(O3)C(C(=O)O)C4C2=O)no1 (stereo not given) | -2 | -1 | 5 | -2.1 | 5 | -10 | -6 | 10 | 0
Cc1cc2cc(C)c(NCCNC(=O)c3ccccc3)nc2cc1C | 8 | 1 | -53 | 1.4 | -7 | -15 | 90* | -59 | 46*
Cc1ccc(Oc2ccc(-c3nc(N)nc(N)n3)cc2)cc1 | 7 | 1 | -6 | 0.0 | -15 | -14 | 45 | -1 | -5
Cc1nn(Cc2ccccc2Cl)c(Cl)c1C(=O)NCCc1ccccc1 | 4 | -2 | 3 | -1.5 | 10 | -7 | 3 | -8 | -2
CC(=O)c1cccc(NC(=O)c2ccncc2)c1 | 3 | -4 | 8 | -1.2 | 1 | -8 | 0 | 4 | -2
COc1ccc(CNC(=O)CCCNS(=O)(=O)c2cccc3nonc23)cc1 | 2 | -1 | 6 | 1.1 | -3 | 0 | 65 | -9 | 0
COC(=O)c1sccc1NC(=S)Nc1ccc(OC)cc1 | -2 | -1 | 4 | 0.7 | 20 | -39 | 32 | 6 | -5
CC(=O)c1ccc(NC(=S)Nc2ccc(Br)c(Cl)c2)cc1 | 3 | -3 | 7 | 3.8 | -38 | -10 | 34 | -2 | 1
O=C(C1CCN(S(=O)(=O)c2cccc3nsnc23)CC1)N1CC=C(c2ccccc2)CC1 | 6 | 1 | -5 | 0.5 | -41 | -9 | 47 | 9 | 0
N#CCSc1nc2c(sc(=S)n2Cc2ccco2)c(=O)n1-c1ccc(F)cc1 | 1 | 1 | -22 | 1.2 | -64 | 1 | 34 | -44 | 24*
Cc1ccc(C)c(C(=O)CC2(O)C(=O)Nc3ccccc32)c1 (stereo not given) | 7 | 2 | 12 | 0.0 | 6 | -4 | 16 | -23 | -5
COC(=O)/C(=N/Nc1ccccc1OC)N1CCCc2ccccc21 | -2 | 8 | -55 | -0.6 | -11 | 14 | 39 | -24 | x
O=C1OCCN/C1=C\C(=O)c1ccc(Cl)cc1 | 1 | -3 | 10 | 1.5 | -11 | 2 | -9 | 18 | x
CC(=O)Oc1c2occc2cc2ccc(=O)oc12 | 4 | 4 | -21 | 1.2 | 0 | -19 | 21 | -19 | 0
Cc1nnc(NC(=O)Nc2cccc(Cl)c2)s1 | 1 | 0 | 17 | -1.4 | -14 | -1 | 49 | 31 | -8
O=C(NN1C(=O)/C(=C\c2cccnc2)SC1=S)C(c1ccccc1)c1ccccc1 | 4 | -1 | -8 | -1.0 | -9 | -7 | 16 | -33 | 20
CCN(CC(=O)NCc1ccc(Cl)cc1)CC(=O)Nc1ccc(C(N)=O)cc1 | 4 | 0 | -10 | 1.5 | -19 | -2 | -3 | -11 | 6
Cc1[nH]n(-c2ccc([N+](=O)[O-])cc2)c(=O)c1C=NCCN1CCN(C(=O)C(C)C)CC1 | 12 | 10 | 1 | 0.1 | -3 | -7 | -10 | 8 | 0
CCn1c(N)c(Br)c(=O)[nH]c1=O | 4 | 1 | -18 | 0.2 | -3 | -4 | 13 | -16 | -1

Continuation.
SMILES | BaF3 tox | Ba/F3 V617F tox | NPY-Y2 PAM-ag | S1P4 agonist | p47phox inh | S1P4 antag | CHOP inh | NPY1 pot ag | NPY-Y1 antag
COc1ccc(CN2CCOCC2)c(C)c1C | 2 | -5 | 8 | -1.5 | 0 | -17 | 16 | 9 | -2
COC(=O)C1C(O)=C(C=NC2CCCCC2)C(=O)CC1(C)C (stereo not given) | 6 | -1 | 8 | 0.2 | -9 | -4 | -10 | -36 | -1
O=C(O)COc1ccccc1/C=N/NC(=O)c1ccc(F)cc1 | 4 | 0 | 0 | -0.2 | 8 | 15 | 0 | 10 | -5
Cc1c(C(=O)c2cccc(F)c2)c2ccccn2c1CCC#N | 5 | -2 | -2 | 2.0 | x | -3 | 30 | 15 | -7
Cc1ccc(SCCC(=O)NC(C)(C)C)cc1 | 1 | 5 | -16 | 8.4 | -15 | -17 | 5 | -9 | 6
Cc1oc(-c2cccs2)nc1CN1CCN(C(C)C)C(CCO)C1 (stereo not given) | -1 | -1 | -3 | 0.3 | -4 | 7 | 2 | 5 | 3

High-throughput results deposited in PubChem BioAssay by several laboratories.
